NPSR antagonist: antagonists of human neuropeptide S receptor cAMP signaling; Q6W5P4; CHO-NPSR cells, cAMP TR-FRET, antagonist mode; 1% of 220,000 active; Potency, µM (top dose mostly 38.3 µM), for inactives: top-dose activity change, negative = inhibition, actives largely listed as inhibitors; AID 1461; note: potency is the fitted concentration of half-maximal effect; % is set by controls: 0 for no effect and ±100 for the full control effect; nearly all actives have a fitted effect of over 50% in size; many of its hits are not listed in these tables
Target sequence (Q6W5P4 whole entry, looked up): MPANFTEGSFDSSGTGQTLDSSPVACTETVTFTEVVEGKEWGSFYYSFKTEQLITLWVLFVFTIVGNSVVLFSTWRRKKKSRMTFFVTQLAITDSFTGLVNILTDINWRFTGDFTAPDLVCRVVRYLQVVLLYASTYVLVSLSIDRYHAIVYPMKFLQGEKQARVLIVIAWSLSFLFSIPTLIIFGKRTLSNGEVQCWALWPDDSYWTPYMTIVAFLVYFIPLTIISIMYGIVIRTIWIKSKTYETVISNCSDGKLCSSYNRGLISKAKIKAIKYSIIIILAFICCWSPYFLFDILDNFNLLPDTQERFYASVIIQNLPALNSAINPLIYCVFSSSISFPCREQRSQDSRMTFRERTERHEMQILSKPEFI
Epigenetic reg: epigenetic control regulation, reporter derepression | murine LDR cells, GFP reporter derepression, 30 h | Potency, µM (highest dose often 53.9 µM), inactives show top-dose GFP activation, usual class: activators | 0.2% of 280,000 active | AID 1865; note: potency is the fitted concentration of half-maximal effect; % of control where 0% means no effect; nearly all actives have a fitted effect of over 60% in size
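GFP-positive cell count by laser-scanning cytometry (objects 20–120 um) after 30 h, 37 C compound exposure of murine LDR cells; reporter is CMV-GFP integrated at a silenced locus, inducible by HDAC or DNMT inhibitors.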
IMPase Li cell: IMPase inhibition in cells with lithium potentiation; CHO-M1 cells, IP1 TR-FRET (IP-One), carbachol + lithium; Potency, µM (highest dose often 59.4 µM), for inactives: at the highest dose activity, negative = IMPase inhibition, hits mostly inhibitors; 0.35% of 210,000 active; AID 1457;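 note: IP1 builds up when IMPase is blocked and the TR-FRET signal falls; potency is the fitted concentration of half-maximal effect; plate controls were basal vehicle for no effect and high inhibitor control for full effect; nearly all actives have a fitted effect of over 50% in size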
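Test compounds were applied to CHO-M1 cells previously cultured for 16–30 h at 2000 per well. A small lithium amount accompanied them; after 30 min at 37C, IP1 was quantified by TR-FRET.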
Lamin A splicing: LMNA splicing modulation. 0.01% of 200,000 active. HeLa LMNA splicing GFP/RFP minigene ratio, 48 h. AID 1487. Potency, µM (titrated, usually from 46.1 µM), for the others: at the top dose ratio change, negative = inhibition, most hits filed as inhibitors; active = well fitted inhibition curve with a large enough effect in the signal ratio, with a control signal flat, not every such curve was filed as active; inconclusive = small, poorly fitted or top-dose-only effect, or effect the other way, or a change in a side signal; the % refers to the signal ratio; note: potency is the fitted concentration of half-maximal effect; % is set by controls: 0 for no effect and ±100 for the full control effect
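S3 HeLa cells stably expressing lamin A-EGFP splicing minigene plus DsRed2, 600 cells/well, 48 h compound exposure at 37C. Laser-scanning cytometry; analysed as GFP (500-530 nm)/RFP (575-640 nm) total intensity ratio; 0.5% DMSO vehicle.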
KinaseGlo FLuc: Kinase-Glo luciferase inhibition (counter-screen); Q27757; Kinase-Glo luciferase, ATP luminescence, 8 min; Potency, µM (series often up to 38.3 µM), inactives show top-dose activity change, negative = inhibition, usual class: inhibitors; 0.28% of 200,000 active; AID 1379; note: potency is the fitted concentration of half-maximal effect; % is set by controls: 0 for no effect and ±100 for the full control effect; nearly all actives have a fitted effect of over 60% in size
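Luminescence was the read-out, taken after 8-minute incubation at ambient temperature. Luciferase turned over luciferin with 10 uM ATP in imidazole pH 7.2 buffer containing KCl, MgCl2, Tween 20 and BSA.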
aGal spleen mod: inhibitors or activators of human alpha-galactosidase in spleen homogenate; P06280; human spleen homogenate, 4MU-alpha-Gal fluorescence, 40 min; Potency, µM (doses to about 80 µM), for inactives: at the highest dose activity change, negative = inhibition, hits mostly inhibitors; 0.008% of 240,000 active;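 note: potency is the fitted concentration of half-maximal effect; 0% = enzyme with vehicle and -100% = no enzyme basal signal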
Target sequence (P06280 32-429 limits assumed): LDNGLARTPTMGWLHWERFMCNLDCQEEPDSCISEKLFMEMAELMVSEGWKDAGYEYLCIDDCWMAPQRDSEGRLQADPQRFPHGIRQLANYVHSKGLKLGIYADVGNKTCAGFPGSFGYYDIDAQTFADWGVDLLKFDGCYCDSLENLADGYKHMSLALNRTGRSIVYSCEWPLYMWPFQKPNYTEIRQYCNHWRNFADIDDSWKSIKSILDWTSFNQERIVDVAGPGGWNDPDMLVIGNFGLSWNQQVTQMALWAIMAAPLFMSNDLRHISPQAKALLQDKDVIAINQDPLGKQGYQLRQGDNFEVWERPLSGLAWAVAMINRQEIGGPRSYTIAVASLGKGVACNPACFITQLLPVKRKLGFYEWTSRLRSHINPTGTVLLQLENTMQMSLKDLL
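Human spleen homogenate (1 ug) as enzyme source, 4-methylumbelliferyl-alpha-D-galactopyranoside 1 mM final, citrate/phosphate pH 5.0 with 0.01% Tween-20. Compounds 40 min at 37C, NaOH/glycine stop; fluorescence Ex 365/Em 440, Hill-fit AC50.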
CBFb RUNX1 block: blocks binding between human CBF-beta and RUNX1; AID 1477; AlphaScreen CBFb-His/RUNX1-biotin binding, biochemical; Potency, µM (doses to about 59.8 µM), for inactives: at the top dose activity, negative = inhibition, actives largely listed as inhibitors; Q01196+Q13951; 230,000 tested, under 10 active; note: % of control where 0% means no effect
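His-tagged CBF-beta and biotinylated RUNX1 (30 nM each) were premixed 20 min at room temperature, exposed to compound for 15 min, then given nickel-chelate and streptavidin AlphaScreen beads (50 ng each). After 90 min, AlphaScreen signal was read.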
An asterisk follows results filed as active; ? = inconclusive; . = no result given; [ ] = another dose, or the depositor's remark. Unless noted, calls come from the whole dose curve; as a rule, active = well fitted curve in the direction sought with a large enough effect; inconclusive = small, poorly fitted or top-dose-only effect, or another doubt; inactive = no such curve, though single readings can be large; an effect the other way counts as inactive or inconclusive.

| item | compound | KinaseGlo FLuc | Lamin A splicing | Epigenetic reg | aGal spleen mod |
| --- | --- | --- | --- | --- | --- |
| 1 | Cn1c(/C=N/Nc2nc3ccccc3[nH]2)nc2ccccc21 | -5.8% | . | 3.0% | 1.9% |
| 2 | O=C(O)c1ccc(S(=O)(=O)c2ccc3c(c2)C(=O)N(NC(=O)c2ccc(O)cc2)C3=O)cc1 | 4.1% | 6.4%[46 µM] | -2.0% | -12.0% |
| 3 | OCC#Cc1ncc(C(F)(F)F)cc1Cl | 7.0% | -11.9%[46 µM] | 5.5% | 0.3% |
| 4 | COC(=O)Cc1c(C)nc2nc(-c3cccnc3)[nH]n2c1=O | -19.0% | 8.4% | -1.0% | 0.9% |
| 5 | Cc1cccc(Nc2nc(N)nc(CCl)n2)c1 | . | . | 2.0% | 0.1% |
| 6 | CC(C)(C)n1nnnc1C(c1cccnc1)N1CCN(c2ccccc2F)CC1 (configuration not stated) | -1.1% | 1.1% | -1.2% | 1.1% |
| 7 | CN=c1sc2ccccc2n1CC(O)c1ccccc1 (configuration not stated) | 0.5% | ? | 2.4% | -3.1% |
| 8 | CS(=O)(=O)N1CCC2(CCN(C(c3ccccc3)c3ccccc3)CC2)CC1 | 2.1% | . | . | 1.1% |
| 9 | CCC(C(=O)OCC(=O)Nc1cc(C)ccc1OC)c1ccccc1 (configuration not stated) | -0.6% | -9.3%[46 µM] | 0.5% | -0.4% |
| 10 | CCOc1ccc(CNC(=O)CCCOc2cc(=O)n(C)c3ccccc23)cc1 | -5.3% | 7.0% | 0.0% | 5.8% |

| item | CBFb RUNX1 block | NPSR antagonist | IMPase Li cell |
| --- | --- | --- | --- |
| 1 | ? | -39.4% | 28.3% |
| 2 | 7.4% | 1.3% | 4.5% |
| 3 | -0.8% | -2.3% | 1.2% |
| 4 | -0.3% | -1.0%[46.1 µM] | 4.1%[38.3 µM] |
| 5 | 4.7% | 34.5% | . |
| 6 | 5.5% | -4.3%[46.1 µM] | 5.2% |
| 7 | 0.2% | -1.5% | -2.0% |
| 8 | . | . | 6.1% |
| 9 | ? | -24.8% | 33.0%[activator] |
| 10 | -0.4% | -1.9%[46.1 µM] | 17.1%[38.3 µM] |

Record cards (already shown):
CS(=O)(=O)N1CCC2(CCN(C(c3ccccc3)c3ccccc3)CC2)CC1 as listed: KinaseGlo FLuc = 2.1%; Lamin A splicing = .; Epigenetic reg = .; aGal spleen mod = 1.1%; CBFb RUNX1 block = .; NPSR antagonist = .; IMPase Li cell = 6.1%
CCOc1ccc(CNC(=O)CCCOc2cc(=O)n(C)c3ccccc23)cc1 as listed: KinaseGlo FLuc = -5.3%; Lamin A splicing = 7.0%; Epigenetic reg = 0.0%; aGal spleen mod = 5.8%; CBFb RUNX1 block = -0.4%; NPSR antagonist = -1.9%[46.1 µM]; IMPase Li cell = 17.1%[38.3 µM]

Next results follow.
| item | compound | KinaseGlo FLuc | Lamin A splicing | Epigenetic reg | aGal spleen mod |
| --- | --- | --- | --- | --- | --- |
| 11 | O=C1[C@@H]2[C@H](Cc3ccc(O)cc3)N[C@]3(C(=O)Nc4ccccc43)[C@@H]2C(=O)N1c1ccc(F)cc1 | 0.9% | -7.6% | 2.4% | 4.0% |
| 12 | Cc1nn(Cc2ccccc2)c(C)c1NC(=O)CSc1nc(-c2ccccc2)nc2c1cnn2-c1ccccc1 | 1.9% | 9.5% | -3.7% | 0.6% |
| 13 | Nc1nnc(CSCc2cccc(Br)c2)s1 | 4.7% | 10.1%[46 µM] | -4.3% | 2.2% |
| 14 | CCc1cccc2c(C(=O)Cn3nnc(-c4ccc(OC)c(OC)c4)n3)c[nH]c12 | -2.2% | 19.6% | -1.0% | -4.5% |
| 15 | Cc1sc2nc(CN3CCN(c4ccc(O)cc4)CC3)[nH]c(=O)c2c1C | . | . | -4.1% | -3.6% |
| 16 | CCCCc1nc2c(c3c1C[C@H](C)OC3)CN(C(=O)NCCCC(=O)OCC)CC2 | 1.7%[7.66 µM] | -6.0%[9.22 µM] | . | -1.3%[17.5 µM] |
| 17 | COc1ccc(NS(=O)(=O)c2ccc(C)cc2)c([N+](=O)[O-])c1 | . | . | 0.1% | 7.8% |
| 18 | Cc1nc2ccc(S(=O)(=O)NCC(=O)NCc3ccc4c(c3)OCO4)cc2s1 | 2.1% | -2.1% | -2.2% | 1.3% |
| 19 | Cc1cc(/C=N/NC(=O)c2cccc([N+](=O)[O-])c2)c(C)n1-c1ccc(Cl)cc1Cl | 0.3% | 28.2% | -0.3% | 5.4% |
| 20 | COCCN(C(=O)C1CC1)c1nnc(-c2cccc(C)c2)s1 | -1.0% | -3.0% | -0.2% | 11.3% |

| item | CBFb RUNX1 block | NPSR antagonist | IMPase Li cell |
| --- | --- | --- | --- |
| 11 | -1.7% | -13.7%[46.1 µM] | -2.7%[38.3 µM] |
| 12 | 6.1% | -3.0%[46.1 µM] | ? |
| 13 | -2.1% | 5.3% | 10.7% |
| 14 | -3.9% | -15.6%[46.1 µM] | -3.1%[38.3 µM] |
| 15 | -28.5% | -8.0% | . |
| 16 | -3.9%[13.1 µM] | . | -2.5% |
| 17 | -17.0% | 5.0% | . |
| 18 | -1.2% | -19.8%[46.1 µM] | 8.0%[38.3 µM] |
| 19 | -25.2% | 10.5%[46.1 µM] | -2.2%[38.3 µM] |
| 20 | 8.3% | -4.4%[46.1 µM] | -12.8%[38.3 µM] |

New compounds follow:
| item | compound | KinaseGlo FLuc | Lamin A splicing | Epigenetic reg | aGal spleen mod |
| --- | --- | --- | --- | --- | --- |
| 21 | Cc1onc(-c2c(F)cccc2Cl)c1C(=O)NCCN1CCNC1=O | . | . | -0.3% | 6.2% |
| 22 | O=c1[nH]c(NCc2ccccc2)nc2c1CCC2 | . | 5.3% | 1.8% | -1.9% |
| 23 | Cn1cnnc1SCC(=O)NC(=O)NC1CCCC1 | -0.1% | 4.6% | 5.2% | 3.4% |
| 24 | Fc1cccc(CO/N=C/c2c(-c3ccccc3)nc3ccc(Cl)cn23)c1 | -1.9% | 20.3% | -0.3% | 3.5% |
| 25 | CCCCC(=O)Nc1ccc(C(=O)NCCc2ccc(S(N)(=O)=O)cc2)cc1 | -0.6% | 0.6%[46 µM] | -0.6% | 2.6% |

| item | CBFb RUNX1 block | NPSR antagonist | IMPase Li cell |
| --- | --- | --- | --- |
| 21 | 0.6% | -10.6%[7.67 µM] | . |
| 22 | 2.0% | -8.0%[46.1 µM] | . |
| 23 | 9.5% | -13.2%[46.1 µM] | 4.0%[38.3 µM] |
| 24 | -0.4% | -7.5%[46.1 µM] | -0.6%[38.3 µM] |
| 25 | 1.1% | 6.8% | -1.0% |

Rewritten bar-delimited: entries from further up
cpd | Molecule | KinaseGlo FLuc | Lamin A splicing | Epigenetic reg | aGal spleen mod | CBFb RUNX1 block | NPSR antagonist | IMPase Li cell
5 | Cc1cccc(Nc2nc(N)nc(CCl)n2)c1 | . | . | 2.0% | 0.1% | 4.7% | 34.5% | .
10 | CCOc1ccc(CNC(=O)CCCOc2cc(=O)n(C)c3ccccc23)cc1 | -5.3% | 7.0% | 0.0% | 5.8% | -0.4% | -1.9%[46.1 µM] | 17.1%[38.3 µM]
7 | CN=c1sc2ccccc2n1CC(O)c1ccccc1 (configuration not stated) | 0.5% | ? | 2.4% | -3.1% | 0.2% | -1.5% | -2.0%
18 | Cc1nc2ccc(S(=O)(=O)NCC(=O)NCc3ccc4c(c3)OCO4)cc2s1 | 2.1% | -2.1% | -2.2% | 1.3% | -1.2% | -19.8%[46.1 µM] | 8.0%[38.3 µM]
20 | COCCN(C(=O)C1CC1)c1nnc(-c2cccc(C)c2)s1 | -1.0% | -3.0% | -0.2% | 11.3% | 8.3% | -4.4%[46.1 µM] | -12.8%[38.3 µM]
17 | COc1ccc(NS(=O)(=O)c2ccc(C)cc2)c([N+](=O)[O-])c1 | . | . | 0.1% | 7.8% | -17.0% | 5.0% | .

Screens deposited in PubChem by National Center for Advancing Translational Sciences (NCATS).

An excerpt; rates above refer to the full screens.
